14-3-3 Bad inh: inhibitors of 14-3-3 zeta/Bad binding, primary screen, biochemical, TR-FRET, bovine 14-3-3 zeta; inhibition, % at 21.7 µM; 14-3-3 protein zeta/delta (Bos taurus), P63103; AID 781, 2007; TR-FRET 14-3-3zeta/Dy647-pBad peptide displacement, 1 h; actives 0.71% (n = 220,000);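 active = inhibition above about 70%, limit read from the data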;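 also: 0% = full 14-3-3 plus peptide FRET controls and 100% = background without 14-3-3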
TRPN1 ag: zebrafish TRPN1 channel agonists, primary screen, cell-based, HEK293, calcium fluorescence. transient receptor potential cation channel N1 (TRPN1/NompC), Danio rerio. HEK293 zebrafish TRPN1-YFP, Fluo-8 calcium fluorescence; 100% = response to 87 µM carbachol. activation, % at 3 µM. actives 0.18% (n = 220,000);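 active = activation above its plate's cutoff, the mean activation of test wells on that plate plus 3 SD, cut at about 19% in these data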;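 also: 0% = DMSO alone and 100% = 87 µM carbachol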
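System: zebrafish TRPN1-YFP in HEK293 cells / Dosing: 3 µM single point / Timing: dye loading 1 h at 37 °C, then 30 min room temperature / Signal: Fluo-8 calcium fluorescence, excitation 470-495 nm, emission 515-575 nm / Read-out basis: percent activation from peak over basal fluorescence ratio, control-normalized / Control set: high carbachol 87 µM, low DMSO alone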
EP2 mod: EP2 receptor modulators, cAMP readout, primary screen, cell-based, HTRF cAMP, PGE2 stimulation; Prostaglandin E2 receptor EP2 subtype (Homo sapiens), P43116; EP2-expressing cells, cAMP HTRF FRET, PGE2 co-stimulation; induction, % at 25 µM; actives 0.83% (n = 260,000); AID 940, 2007;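 active = compounds whose cAMP rise, as percent of the full-agonist control response, exceeds 60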;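 also: rat C6 glioma line stably carrying human EP2 under a CMV promoter; the protocol text gives 20 µM as final concentration; 100% = response of wells given 1 µM PGE2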
NPY Y1 blocker: NPY-Y1 receptor antagonists, primary screen, cell-based; inhibition, % at 3.6 µM; AID 1040, 2008; HEK293-CNG Y1 cells, membrane potential fluorescence; NPY at EC95, then isoproterenol; actives 1% (n = 200,000);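 active = inhibition above the campaign mean inhibition of all tested compounds plus 3 SD, cut at about 20% in these data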;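 also: 0% = DMSO wells given NPY plus isoproterenol and 100% = isoproterenol alone without NPY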
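Material: HEK293 Y1/CNG channel cell line | Also added: NPY (25 nM), isoproterenol (1 µM), Ro 20-1724 (25 µM) | Compound: One concentration, 3.6 µM, in 0.4% DMSO | Schedule: 3 h dye uptake, 1 h room-temperature compound, 45 min post-isoproterenol | Signal: Membrane-potential fluorescent dye readout | Read-out: % inhibition of NPY effect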
NPY-Y1 PAM-ag: NPY-Y1 receptor potentiators or agonists, primary screen, cell-based. Neuropeptide Y receptor type 1 (Homo sapiens), P25929. NPY-Y1 expressing cells, potentiator/agonist activation. activation, % at 3.6 µM. actives 0.37% (n = 220,000). AID 1304, 2008; in the data active = activation above about 33%, passing the limit was not always enough;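 also: cells stimulated with NPY at EC10 then isoproterenol at EC100; 0% = low agonist plus stimulus and 100% = saturating agonist plus stimulus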
PGE2 EP2 inh: human EP2 receptor antagonists, primary screen, TR-FRET cAMP, C6 glioma cells; Prostaglandin E2 receptor EP2 subtype (Homo sapiens), P43116; C6 glioma cells expressing human EP2; cells stimulated with saturating PGE2; inhibition, % at 25 µM; actives 0.52% (n = 260,000); AID 1422, 2008;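 active = percent inhibition above 40 after rounding to a whole number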;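 also: rat C6 glioma host cells with rolipram phosphodiesterase inhibitor present; the protocol text gives 20 µM as final concentration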
PPC-1+TRAIL kill: compounds killing PPC-1 cancer cells with TRAIL present, primary screen, TRAIL potentiator project, ATPLite luminescence, uHTS | PPC-1 cells + TRAIL, ATPLite viability luminescence | actives 0.41% (n = 220,000) | cell killing (% activity), % at 4 µM;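 active = cell killing above 50% in the first pass at 4 µM, then a duplicate retest at 5 µM averaging 50% or more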;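 also: plate controls were cells with TRAIL plus DMSO for no effect and medium-only wells lacking cells for full effect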
TRPML3 ag: human TRPML3 channel agonists, primary screen, cell-based, HEK293 TRPML3-YFP, Fluo-8 calcium fluorescence, 3 µM; Mucolipin-3 (Homo sapiens), Q8TDD5; 100% = the carbachol control signal; activation, % at 3 µM; actives 0.29% (n = 220,000); AID 1448, 2008;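 active = activation above its plate's cutoff, the mean activation of the plate's test wells plus 3 SD, cut at about 12% in these data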;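 also: 0% = DMSO only wells and 100% = carbachol wells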
Target sequence (Q8TDD5 whole entry, looked up): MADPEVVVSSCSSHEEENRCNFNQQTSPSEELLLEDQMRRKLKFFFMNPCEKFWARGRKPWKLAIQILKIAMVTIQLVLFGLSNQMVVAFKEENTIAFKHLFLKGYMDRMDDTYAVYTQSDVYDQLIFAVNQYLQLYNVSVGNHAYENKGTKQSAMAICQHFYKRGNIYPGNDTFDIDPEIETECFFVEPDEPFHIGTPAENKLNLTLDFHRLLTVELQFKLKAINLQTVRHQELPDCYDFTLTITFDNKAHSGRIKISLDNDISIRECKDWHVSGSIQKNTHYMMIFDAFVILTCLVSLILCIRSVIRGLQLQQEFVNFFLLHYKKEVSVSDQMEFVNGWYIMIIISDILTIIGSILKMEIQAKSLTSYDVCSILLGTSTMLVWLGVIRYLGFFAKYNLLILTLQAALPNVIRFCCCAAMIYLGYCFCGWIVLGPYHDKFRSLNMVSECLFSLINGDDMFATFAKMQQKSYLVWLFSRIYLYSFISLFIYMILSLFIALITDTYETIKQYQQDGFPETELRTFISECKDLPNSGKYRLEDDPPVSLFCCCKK
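Test system: HEK293 cells stably carrying human TRPML3-YFP; Doses: single dose, 3 µM final nominal compound, 0.3% DMSO final; Schedule: dye loading 1 h 37 °C then 30 min ambient, 125 s read; Technique: Fluo-8 calcium fluorescence; Benchmarks: high control carbachol 87 µM, low control DMSO.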
CHOP inhibitor: inhibitors of CHOP promoter induction, primary screen, cell-based, unfolded protein response, luciferase reporter. CHO-K1 CHOP-promoter luciferase, tunicamycin-induced, 15-18 h. inhibition, % at 10 µM. actives 3.8% (n = 220,000);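 active = compounds that reduced the stress-induced luciferase reporter signal by more than about 70% of percent inhibition, limit read from the data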;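 also: 0% = tunicamycin plus vehicle and 100% = wells without tunicamycin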
Starred values were filed as active, the others as inactive; . = no result given; [ ] = dose if it differs, or a comment. The list is partial; count on the stated rates, not on these rows.

Below each SMILES: 14-3-3 Bad inh, TRPN1 ag, EP2 mod, NPY Y1 blocker, NPY-Y1 PAM-ag, PGE2 EP2 inh, PPC-1+TRAIL kill, TRPML3 ag, CHOP inhibitor
- CC(C)CC(C(=O)NC(=O)NCc1ccccc1)N1C(=O)c2ccccc2C1=O (configuration not stated)
 : -1, 0.1, 10, -4, 15, 8, -7, 0.5, 32
- Cc1ccccc1CNC(=O)c1cc(COc2ccc(F)cc2F)on1
 : -13, -1.9, -30, 10, -29, 3, -6, -1.3, 23
- COC(=O)CC/C(O)=C1/C(=N)CC(C)(C)CC1=O
 : 3, 0.1, 18, -2, -5, 14, 20, -0.1, 25
- CCCCC(=O)Nc1c(O)c2ccccc2[nH]c1=O
 : -12, -0.4, -12, -2, 15, 5, 50, 1.2, -11
- CCOc1ccccc1NS(=O)(=O)c1ccc2c(c1)n(C)c(=O)c(=O)n2C
 : -4, -0.1, -10, 1, 5, 9, -11, 0.6, -15
- CC(NC(=O)c1ccc2c(c1)OCO2)C1CCCO1 (configuration not stated)
 : 4, 1.2, 31, 2, -14, 4, 12, 0.5, -6
- COc1ccc(C(c2oc(CO)cc(=O)c2O)c2oc(CO)cc(=O)c2O)cc1
 : -13, 1.1, 16, 6, -9, 3, -3, 0.2, -7
- O=C(CSc1nnc(NC(=O)Cc2ccc(F)cc2)s1)NCc1ccco1
 : 0, 2.6, -12, -1, -3, 8, -1, -0.1, 13
- O=C(CC(c1ccccc1)c1ccco1)N1CCOCC1 (configuration not stated)
 : 5[fluorescence artefact?], 0.9, 1, 2, 1, 10, 21, 0.5, -4
- O=c1cc(O)c2ccccc2n1Cc1ccccc1
 : 13, -0.3, 26, 2, -9, 6, -2, 1.1, 9
- CCCN1C(=O)C(O)(c2c(C)[nH]c3ccccc23)c2ccccc21 (configuration not stated)
 : 5, 1.0, 1, ., 14, 7, -8, 0.2, 15
- CCOC(=O)c1[nH]c2ccccc2c1NC(=O)c1ccco1
 : -4, -0.3, 6, 1, -8, 8, 4, -0.3, 44
- Cc1cc(C)c2c3c(sc2n1)C(c1cccc(F)c1)C(C#N)=C(N)O3 (configuration not stated)
 : -9, 0.5, 22, 2, -33, 12, -8, 0.2, 55
- C/C=C/c1ccc(OCC(=O)Nc2ccc(C(N)=O)cc2)c(OC)c1
 : -9, -0.6, -55, 0, 10, 4, 9, -0.4, -6
- Cc1ccc2cccc(NC(=S)NC(=O)c3c(Br)cnn3C)c2n1
 : 0, -0.3, 20, 10, -24, 6, 10, -0.7, -43
- COc1ccccc1/C=C/C(=O)c1cc(Br)ccc1OC(=O)c1ccco1
 : ., 0.2, ., 8, -18, ., ., -0.8, .
- O=c1c(O[C@@H]2O[C@H](CO)[C@@H](O)[C@H](O)[C@H]2O)c(-c2ccc(O)c(O)c2)oc2cc(O)cc(O)c12
 : 3, -0.6, ., -3, 5, 17, 7, 0.3, -41
- Cc1cccc(-n2ccnc2SCC(=O)Nc2cc(C)on2)c1
 : -3, -0.9, -9, 1, -13, 12, -4, -0.6, -2
- Cc1ccc(C(=O)COC(=O)c2cccc(NC(=O)c3ccc([N+](=O)[O-])cc3[N+](=O)[O-])c2)cc1
 : 15, -0.4, 6, -6, 25, 7, 33, 0.2, 8
- O=C(CSc1n[nH]c(=O)[nH]c1=O)N/N=C/C=C/c1ccccc1
 : 5, 0.8, -22, ., -8, 3, 10, 0.1, 3

2 records picked at random from the list so far, as already listed:
Below each SMILES: 14-3-3 Bad inh, TRPN1 ag, EP2 mod, NPY Y1 blocker, NPY-Y1 PAM-ag, PGE2 EP2 inh, PPC-1+TRAIL kill, TRPML3 ag, CHOP inhibitor
- CCOc1ccccc1NS(=O)(=O)c1ccc2c(c1)n(C)c(=O)c(=O)n2C
 : -4, -0.1, -10, 1, 5, 9, -11, 0.6, -15
- O=C(CSc1n[nH]c(=O)[nH]c1=O)N/N=C/C=C/c1ccccc1
 : 5, 0.8, -22, ., -8, 3, 10, 0.1, 3

One compound at a time, from the list above. Screens in order: 14-3-3 Bad inh | TRPN1 ag | EP2 mod | NPY Y1 blocker | NPY-Y1 PAM-ag | PGE2 EP2 inh | PPC-1+TRAIL kill | TRPML3 ag | CHOP inhibitor
`Cc1ccc(C(=O)COC(=O)c2cccc(NC(=O)c3ccc([N+](=O)[O-])cc3[N+](=O)[O-])c2)cc1` in the list: 15 | -0.4 | 6 | -6 | 25 | 7 | 33 | 0.2 | 8
`Cc1ccccc1CNC(=O)c1cc(COc2ccc(F)cc2F)on1` in the list: -13 | -1.9 | -30 | 10 | -29 | 3 | -6 | -1.3 | 23
`CCCCC(=O)Nc1c(O)c2ccccc2[nH]c1=O` in the list: -12 | -0.4 | -12 | -2 | 15 | 5 | 50 | 1.2 | -11
`COc1ccc(C(c2oc(CO)cc(=O)c2O)c2oc(CO)cc(=O)c2O)cc1` in the list: -13 | 1.1 | 16 | 6 | -9 | 3 | -3 | 0.2 | -7

Compound activity as filed in PubChem.
